Screens deposited in PubChem BioAssay by National Center for Advancing Translational Sciences (NCATS).
Epigenetic derep = epigenetic control regulation, reporter derepression. murine LDR cells, GFP reporter derepression, 30 h. Potency, µM (doses to about 53.9 µM), for inactives: at the top dose GFP activation, most hits filed as activators. hit rate 0.2% among 280,000. AID 1865; note: % of control where 0% means no effect; nearly all actives have a fitted effect of over 60% in size
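Readout is the number of GFP-expressing murine LDR cells, counted by cytometry following washing. Cells were treated with compound for 30 h at 37 C; the stably integrated CMV-GFP locus is normally silent.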
aGal spleen mod = inhibits or activates alpha-galactosidase in human spleen homogenate | Potency, µM (highest dose often 80 µM), without a hit: at the top dose activity change, negative = inhibition, usual class: inhibitors | hit rate 0.008% among 240,000 | human spleen homogenate, 4MU-alpha-Gal fluorescence, 40 min | P06280;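 note: 0% = enzyme with vehicle and -100% = no enzyme basal signal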
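Human spleen homogenate (1 ug) as enzyme source, 4-methylumbelliferyl-alpha-D-galactopyranoside 1 mM final, citrate/phosphate pH 5.0 with 0.01% Tween-20. Compounds 40 min at 37C, NaOH/glycine stop; fluorescence Ex 365/Em 440, Hill-fit AC50.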
ALDH1A1 inh = inhibitors of human aldehyde dehydrogenase 1A1; Potency, µM (titrated, usually from 75.3 µM), for inactives: at the highest dose activity, negative = inhibition, hits mostly inhibitors; P00352; hit rate 7.3% among 220,000; Purified ALDH1A1, NADH fluorescence, propionaldehyde substrate; active = well fitted inhibition curve with a large enough effect, not every such curve was filed as active; inconclusive = small, poorly fitted or top-dose-only effect, or another doubt; inactive = no such curve, though single readings can be large or run the other way;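 note: plate controls were no enzyme wells and a reference inhibitor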
Target sequence (P00352 whole entry, looked up): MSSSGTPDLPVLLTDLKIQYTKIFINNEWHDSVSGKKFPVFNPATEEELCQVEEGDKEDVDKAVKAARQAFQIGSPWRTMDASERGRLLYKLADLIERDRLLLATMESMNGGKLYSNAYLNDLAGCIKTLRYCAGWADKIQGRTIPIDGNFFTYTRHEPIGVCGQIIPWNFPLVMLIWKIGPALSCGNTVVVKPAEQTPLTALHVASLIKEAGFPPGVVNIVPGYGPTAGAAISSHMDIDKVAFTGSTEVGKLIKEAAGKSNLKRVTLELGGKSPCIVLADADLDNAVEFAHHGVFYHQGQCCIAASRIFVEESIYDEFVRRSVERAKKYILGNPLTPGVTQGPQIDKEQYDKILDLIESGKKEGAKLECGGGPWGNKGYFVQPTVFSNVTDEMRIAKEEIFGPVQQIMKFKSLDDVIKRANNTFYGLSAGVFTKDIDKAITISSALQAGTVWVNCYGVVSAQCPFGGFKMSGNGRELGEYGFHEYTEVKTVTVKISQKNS
aGlu spleen mod = lysosomal alpha-glucosidase (human) modulation | Potency, µM (titrated, usually from 79.9 µM), inactives show at the highest dose activity change, negative = inhibition, actives largely listed as inhibitors | AID 2112 | human spleen homogenate, 4-MU-alpha-glucoside fluorescence | P10253 | hit rate 0.006% among 240,000;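 note: 0% = enzyme with vehicle and -100% = no enzyme basal signal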
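Compounds were titrated against alpha-glucosidase in spleen homogenate at pH 5.0, with 1 mM 4-methylumbelliferyl substrate for 40 min at 37 C. Reactions were quenched with pH 10 NaOH/glycine and fluorescence measured.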
Tau fluor counter = counter-screen for tau fibril formation inhibitors; AID 1463; Potency, µM (series often up to 57.7 µM), inactives show at the highest dose activity change, negative = decrease; tau K18 P301L Alexa594 fluorescence, heparin fibrillization; hit rate 0.93% among 280,000; note: % is set by controls: 0 for no effect and ±100 for the full control effect; nearly all actives have a fitted effect of over 55% in size
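Human tau K18 P301L (15 uM unlabeled, 0.24 uM Alexa 594-labeled) in 100 mM sodium acetate pH 7 with 20 uM heparin, 6 hr at 37 C. ThT 30 uM added, 1 hr ambient; Alexa 594 FP and total fluorescence read at 555/632 nm.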
GAA inhib = alpha-glucosidase (human) inhibition | P10253 | AID 1466 | purified human GAA, 4-MU-alpha-glucoside fluorescence | hit rate 0.005% among 200,000 | Potency, µM (doses to about 76.9 µM), for inactives: at the highest dose activity change, negative = inhibition, actives largely listed as inhibitors;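 note: plate controls were uninhibited enzyme wells for no effect and no-enzyme background for full effect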
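Compounds are titrated up to 77 uM against 4 nM human enzyme. Substrate 4-methylumbelliferyl-alpha-D-pyranoside (400 uM) reacts 20 min at room temperature in pH 5.0 buffer; liberated 4-methylumbelliferone is read at 440 nm.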
NPSR antagonist = blocks cAMP signaling of the human neuropeptide S receptor. CHO-NPSR cells, cAMP TR-FRET, antagonist mode. hit rate 1% among 220,000. Potency, µM (doses to about 38.3 µM), without a hit: top-dose activity change, negative = inhibition, usual class: inhibitors. Q6W5P4. AID 1461; note: % is set by controls: 0 for no effect and ±100 for the full control effect; nearly all actives have a fitted effect of over 50% in size; many of its hits are not listed in these tables
Target sequence (Q6W5P4 whole entry, looked up): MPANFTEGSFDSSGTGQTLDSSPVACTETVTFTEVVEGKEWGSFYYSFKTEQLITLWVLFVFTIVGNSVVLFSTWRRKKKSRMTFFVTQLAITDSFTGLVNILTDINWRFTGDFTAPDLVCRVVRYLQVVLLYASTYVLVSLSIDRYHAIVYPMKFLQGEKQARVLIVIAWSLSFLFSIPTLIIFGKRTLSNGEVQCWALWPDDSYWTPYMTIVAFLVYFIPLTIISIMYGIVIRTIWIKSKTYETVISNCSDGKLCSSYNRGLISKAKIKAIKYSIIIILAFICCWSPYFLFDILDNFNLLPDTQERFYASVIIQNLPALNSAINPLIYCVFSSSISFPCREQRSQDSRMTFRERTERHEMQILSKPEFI
GAA glycogen mod = GAA glycogen-cleavage inhibition or activation; P10253; recombinant GAA, glycogen substrate, Amplex Red glucose oxidase fluorescence; Potency, µM (top dose mostly 76.4 µM), for the others: top-dose activity change, negative = inhibition, usual class: inhibitors; hit rate 0.38% among 300,000;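 note: 0% = full enzyme reaction and -100% = no-enzyme basal signal; the screen sought inhibitors and activators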
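Recombinant enzyme (4 nM final) with compounds titrated up to 77 uM and bovine liver glycogen (30 ug) in citrate pH 5.0, 0.01% Tween-20, 37 C 40 min. Released glucose detected by Amplex Red/glucose oxidase (Ex 573/Em 610); AC50 from Hill fits.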
Numbers without * were called inactive; ? = inconclusive; · = no result given; & = joins results of further samples; [ ] = remark or other dose. Unless noted, calls come from the whole dose curve; as a rule, active = well fitted curve in the direction sought with a large enough effect; inconclusive = small, poorly fitted or top-dose-only effect, or another doubt; inactive = no such curve, though single readings can be large; an effect the other way counts as inactive or inconclusive. Potency is the fitted concentration of half-maximal effect.

SMILES	Epigenetic derep	aGal spleen mod	ALDH1A1 inh	aGlu spleen mod	Tau fluor counter	GAA inhib	NPSR antagonist	GAA glycogen mod
COc1ccccc1CN(C)CC(=O)Nc1ccccc1-c1ccccc1	-0.2%	-2.2%	?	-1.8%	-9.5%	-10.4%	-55.9%	-10.5%
COc1ccccc1NC(=O)CCN1CCN(CCC(=O)Nc2ccccc2OC)CC1	1.2%	0.2%	-5.4%	-5.7%	15.2%	-9.4%	?	-2.1%
CCOC(=O)C1=C(N)OC2=C(C(=O)CC(C)(C)C2)C1c1ccc(C)s1 (stereo unspecified)	0.0%	6.2%	12.6µM*	1.6%	-15.1%	-1.8%	-33.2%	-10.8%
CCCn1c(C)cc(C(=O)COc2ncnc3sccc23)c1C	-1.0%	-0.8%	-2.1%	-1.7%	-9.4%	-3.1%	-13.7%[46.1 µM]	3.6%
O=C(NC(=S)Nc1ccc(S(=O)(=O)Nc2nccs2)cc1)c1cccnc1	-3.5%	7.8%	?	11.0%	3.6%	-0.6%	-0.1%	-8.3%
O=S(=O)(c1cccc(-c2nc3ccccc3s2)c1)N1CCOCC1	-5.4%	7.9%	-9.6%	2.8%	-24.6%	-10.5%	-7.1%[46.1 µM]	-6.2%
COCCN(CC(=O)NCC1CCCO1)C(=O)CCC(=O)Nc1ccccn1 (stereo unspecified)	-2.6%	-21.2%	5.7%	·	1.6%	-6.0%	7.8%	4.2%
Cc1ccc(C(=O)/C=C/c2c[nH]c3ccccc23)cc1	?	-16.0%	25.1µM*	-7.9%	14.1µM*[quencher]	-13.1%	-26.9%[46.1 µM]	-8.3%
Cc1ccc2nc3c(c(N)c2c1)CCN3c1ccccc1	-0.7%	29.5%	?	8.8%	?	?	?	13.0%
CN1CCN(c2ccc([N+](=O)[O-])cc2NC(=O)c2ccccc2)CC1	1.0%	-11.8%	2.2%	-22.2%	-11.7%	?	-9.3%[46.1 µM]	3.4%
COc1cccc(N2CCN(S(=O)(=O)c3cccc4cccnc34)CC2)c1	-0.1%	10.0%	-4.7%	6.1%	-26.5%	-7.2%	-2.7%	-5.6%
CCCC1=NN(C(=O)Cc2ccc(OC)cc2)C(O)(C(F)(F)F)C1 (stereo unspecified)	1.1%	-4.0%	3.8%	-4.4%	-6.4%	-0.2%	-8.0%[46.1 µM]	14.2%
COc1ccccc1OCC(=O)Sc1ccc(C)cc1	-1.9%	1.8%	-4.0%	2.2%	10.5%	7.2%	-13.0%[46.1 µM]	-21.6%
O=C(O)CCCN1C(=O)C2C3CCC(O3)C2C1=O (stereo unspecified)	-1.9%	-2.0%	1.5%	-4.5%	15.2%	-3.3%	15.9%	8.6%
NCC1O[C@@H](O[C@@H]2C(O)[C@H](O[C@H]3OC(CO)C(O)C(N)C3O)[C@@H](N)C[C@H]2N)C(N)C(O)C1O (stereo partly specified)	-1.3%	2.4%	-2.9%	-7.0%	-9.6%	·	·	·
O=C(NC1CCS(=O)(=O)C1)Oc1ccc(Cl)cc1 (stereo unspecified)	-0.7%	1.6%	-3.5%	4.5%	2.0%	3.4%	3.3%[46.1 µM]	3.7%
CC1=C(C(=O)OC2CCCC2)C(c2coc3ccc(C)cc3c2=O)C2=C(CCCC2=O)N1 (stereo unspecified)	1.3%	-19.1%	-10.0%	3.2%	-11.9%	-5.0%	-39.3%	-7.5%
CCCN(CCC)Cc1cc2ccccc2c2c1COC2	0.0%	-2.1%	?	-7.1%	-12.2%	-4.5%	-13.7%[46.1 µM]	22.2%
CCOC(=O)CON1C(=O)C(C)(C)N(OCC(=O)OCC)C(=O)C1(C)C	-1.2%	13.5%	1.9%	-6.8%	-8.0%	-5.7%	-5.8%[7.67 µM]	0.8%
CC1CN(c2nnc(-c3ccccc3)c3ccccc23)CC(C)O1 (stereo unspecified)	-2.6%	-2.0%	16.5%	-7.1%	-4.4%	9.7%	-32.3%	-2.1%
CC(C)c1ccc(NC(=O)c2csnn2)cc1	-1.0%	5.4%	17.8µM*	6.0%	-9.6%	6.4%	-1.5%[46.1 µM]	3.5%
CN(C)/C=C(/C(=O)c1ccccc1Cl)S(C)(=O)=O	1.1%	7.0%	10.3%	-7.8%	-3.8%	10.3%	9.1%	-7.0%
CC1CCc2c(sc(NC(=O)Cn3nc(C(=O)O)c4ccccc4c3=O)c2C#N)C1 (stereo unspecified)	0.1%	-1.6%	·	-6.5%	-14.4%	·	3.0%	4.3%
O=C(NCC1CCCO1)c1sc(=S)n2c1[nH]c(=O)c1ccc(C(=O)N3CCCCC3)cc12 (stereo unspecified)	-0.9%	2.4%	?	-2.3%	?	-11.3%	?	-2.6%
CC(=O)C1=C(O)C(=O)N(Cc2ccco2)C1c1ccc(F)cc1 (stereo unspecified)	1.8%	-5.1%	-6.3%	1.7%	-0.3%	-1.8%	4.0%[46.1 µM]	9.6%

Quoted at random: 2 compounds from above
SMILES	Epigenetic derep	aGal spleen mod	ALDH1A1 inh	aGlu spleen mod	Tau fluor counter	GAA inhib	NPSR antagonist	GAA glycogen mod
COc1ccccc1OCC(=O)Sc1ccc(C)cc1	-1.9%	1.8%	-4.0%	2.2%	10.5%	7.2%	-13.0%[46.1 µM]	-21.6%
CC1CCc2c(sc(NC(=O)Cn3nc(C(=O)O)c4ccccc4c3=O)c2C#N)C1 (stereo unspecified)	0.1%	-1.6%	·	-6.5%	-14.4%	·	3.0%	4.3%

The listing continues.
SMILES	Epigenetic derep	aGal spleen mod	ALDH1A1 inh	aGlu spleen mod	Tau fluor counter	GAA inhib	NPSR antagonist	GAA glycogen mod
O=C(c1cc(-c2ccco2)nc2ccccc12)N1CCN(c2ccc(F)cc2)CC1	-1.3%	-3.4%	?	0.9%	-14.7%	14.3%	-5.9%	-13.1%
CCC(=O)N1CCN(c2ccc(NC(=S)NC(=O)c3cccc([N+](=O)[O-])c3)cc2)CC1	-1.0%	-0.9%	?	-0.6%	-16.8%	3.4%	7.6%	-21.0%
Nc1ncc(-c2nnnn2-c2ccc(Cl)cc2)c(-c2ccc(Cl)cc2)n1	-1.1%	2.9%	2.6%	-3.1%	-11.5%	-7.0%	-18.7%[46.1 µM]	1.5%
Cc1oc(-c2cccc(Cl)c2)nc1CSCC(=O)O	0.9%&-0.2%	-5.3%	7.2%	-7.3%	-9.7%&-3.5%	-0.4%	-7.7%[46.1 µM]	-2.3%
CC(=O)c1sc(NC(=O)c2c(F)cccc2F)nc1-c1ccccc1	1.1%	-5.2%	11.2µM*	-3.7%	-15.3%	-5.3%	-25.2%	3.3%
COc1ccc(NS(=O)(=O)c2cccc(C(=O)N/N=C(\C)c3ccncc3)c2)cc1	0.0%	-1.1%	?	-7.9%	-5.4%	10.2%	5.1%	9.6%
CC1(C(=O)NC2CCCC2)CCC(=O)N1Cc1cccs1 (stereo unspecified)	-1.0%	-9.5%	1.0%	-5.1%	-6.3%	0.6%	-0.8%[46.1 µM]	-7.8%
CCCCNC(=S)N/N=C/c1cccc(OCC)c1O	-4.1%	-8.3%	·	4.6%	-11.7%	·	-4.3%	-15.2%
CC(=O)NC1=NN(C(C)=O)C(c2ccc(C(C)C)cc2)S1 (stereo unspecified)	1.0%	4.7%	2.6%	7.3%	-2.6%	0.1%	9.5%	-10.2%
Cc1ccc(CNC(=O)c2sc3ccc(S(=O)(=O)N4CCCCC4)cc3c2N)cc1	-1.0%	7.5%	-1.0%	-14.0%	-28.2%	1.1%	-28.0%	-8.2%
CN(c1ccccc1)S(=O)(=O)c1cccc(C(=O)Nc2ccc3c(c2)CCC3)c1	0.0%	-2.0%	10µM*	-2.3%	?	-2.5%	-43.6%	-4.7%
CCCCn1c(=O)c(-c2ccccc2)c(O)c2ccccc21	-1.6%	1.1%	?	-4.2%	2.6%	0.4%	-15.8%[46.1 µM]	6.1%
Cc1cc(C(=O)N/N=C/C=C/c2cccc([N+](=O)[O-])c2)n[nH]1	0.0%	-3.9%	-6.7%	0.6%	-5.6%	-1.2%	-34.6%	-1.8%
CC(C)NC(=O)c1cc2cc([N+](=O)[O-])ccc2s1	-2.0%	2.2%	-5.9%	3.4%	-8.0%	-0.5%	2.1%[46.1 µM]	-20.5%
CCOc1cc(C)nc(NCCc2ccc(OC)c(OC)c2)n1	-1.0%	-2.9%	7.2%	4.5%	0.5%	-3.8%	-2.1%[46.1 µM]	-0.1%
C=CCOc1nc2c(c(=O)n(C)c(=O)n2C)n1C	0.0%	-2.5%	8.8%	-5.7%	8.0%	-9.9%	-3.3%[46.1 µM]	-8.3%
c1ccc(COc2ccc(Oc3nc(N4CCCCC4)nc(N4CCOCC4)n3)nn2)cc1	-2.1%	8.7%	?	-10.6%	-3.2%	-14.9%	-25.6%[46.1 µM]	3.3%
CC(=O)n1nc(-c2ccc(C)cc2)nc1NCc1ccco1	-2.2%	-2.9%	3.8%	0.7%	-17.9%	-7.5%	-9.8%	-4.7%
Cc1c(C(=O)NN)sc(-c2ccccc2)c1C#N	-3.1%	11.8%	1.26µM*	9.2%	-7.5%	4.1%	4.2%	?
COc1cccc(-c2nc(C=O)cs2)c1	3.5%	-0.6%	?	-3.3%	-3.0%	-6.0%	-3.9%	-1.8%
COc1cccc(C2=NN(C(=O)c3ccc(C)o3)C(O)(C(F)(F)F)C2)c1 (stereo unspecified)	0.0%	0.5%	7.5%	1.9%	14.0%	8.4%	-32.3%	4.1%
Cc1ccc(NC(=O)COc2ccc(CCO)cc2-n2nc3ccccc3n2)cc1C	0.0%	2.3%	?	3.2%	-19.4%	-1.9%	9.5%	1.0%
O=C(Nc1cccnc1Oc1ccc(Cl)cc1)c1cccc2ccccc12	1.6%	-8.0%	?	0.2%	-20.7%	0.2%[15.4 µM]	25.5%	-0.3%
Oc1ccc(-c2cn3c(n2)SCC3)cc1	-0.2%	-13.6%	-0.5%	-14.2%	-12.1%	-1.6%	-13.4%[46.1 µM]	6.8%
Cc1csc(NC(=O)C2CCN(S(=O)(=O)c3ccccc3F)CC2)n1	-6.8%	8.1%	?	3.1%	-8.8%	-15.8%	-22.3%	-12.0%
CC(=O)OC1CC2C(C)(C)C(=O)CC[C@]2(C)C2CC[C@@]3(C)C(c4ccoc4)OC(=O)C4OC43[C@]12C (stereo partly specified)	1.6%	-2.3%	-6.6%	5.1%	-2.8%	·	·	·

The list is partial. The share of hits here may be higher or lower than overall.
